p53 reactivation = qHTS assay for re-activators of p53 using a Luc reporter | H1299 p53-A138V BP100-luciferase reporter, luminescence, 24 h | Potency, µM (doses to about 92.2 µM), for the others: top-dose activity change, positive = activation, usual class: activators | 0.063% of 320,000 active | AID 504706, 2011; note: % of control where 0% means no effect; nearly all actives have a fitted effect of over 45% in size
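p53-null H1299 cells stably carrying temperature-sensitive p53-A138V and a BP100-luciferase reporter were pinned with compounds (4-point, 1:5 series) and held 24 hrs at 37 deg C. Luminescence was read 10 min after detection reagent.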
BRCA1 expr up = qHTS Assay to Identify Small Molecule Activators of BRCA1 Expression. MCF7-BRCA1-FFLuc reporter, luminescence, 48 h; response scale: scaled: vehicle 0%, 10 µM genistein 100%. Potency, µM (highest dose often 46.1 µM), without a hit: top-dose activation, usual class: activators. 1.1% of 380,000 active. AID 624202, 2012; note: nearly all actives have a fitted effect of over 80% in size; some results filed as inactive show a strong effect at the top dose
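Quantitative HTS in MCF7 cells stably reporting BRCA1 expression via firefly luciferase. Compound treatment lasts 48 h at 37 °C in phenol-red free MEM. Activation is expressed relative to genistein at 10 microM and DMSO.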
Gal4-VP16 FLuc = VP16 counterscreen qHTS for inhibitors of ROR gamma transcriptional activity | AID 2546, 2010 | Drosophila S2 Gal4-VP16 UAS-luciferase, luminescence, 20 h | 3.5% of 310,000 active | Potency, µM (highest dose often 53.6 µM), for the others: at the highest dose activity, negative = inhibition, most hits filed as inhibitors;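 note: Gal4-VP16 expression switched on by copper sulfate through the metallothionein promoter; % is set by controls: 0 for no effect and ±100 for the full control effect; nearly all actives have a fitted effect of over 50% in size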
MBNL1-CUG inh = qHTS Assay for Inhibitors of MBNL1-poly(CUG) RNA binding. Muscleblind-like protein 1 (Homo sapiens), Q9NR56. TR-FRET MBNL1-His/biotin-(CUG)12 binding, 665/545 ratio. Potency, µM (titrated, usually from 57.5 µM), for the others: at the highest dose activity change, negative = inhibition, most hits filed as inhibitors. 0.036% of 280,000 active. AID 2675, 2010; active = well fitted inhibition curve with a large enough effect in the signal ratio, with a control signal flat, not every such curve was filed as active; inconclusive = small, poorly fitted or top-dose-only effect, or effect the other way, or a change in a side signal; inactive = no such curve, though single readings can be large or run the other way; the % refers to the signal ratio; note: % is set by controls: 0 for no effect and ±100 for the full control effect
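Compounds (final 92 nM to 58 uM) are added to His-tagged MBNL1 and biotin-(CUG)12, then terbium anti-His antibody and streptavidin-XL665 (5 nM final). After 60 min at room temperature, the 665/545 nm ratio is read.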
MLL CXXC-DNA inh = qHTS Fluorescence Polarization Assay for Inhibitors of MLL CXXC domain - DNA interaction. Histone-lysine N-methyltransferase 2A (Homo sapiens), Q03164. MLL-CXXC / FITC-HOXA9 DNA fluorescence polarization. Potency, µM (top dose mostly 115 µM), inactives show top-dose activity change, negative = inhibition, hits mostly inhibitors. 0.037% of 290,000 active. AID 2662, 2010; active = well fitted inhibition curve with a large enough effect in the polarisation, with a control signal flat, not every such curve was filed as active; inconclusive = small, poorly fitted or top-dose-only effect, or effect the other way, or a change in a side signal; inactive = no such curve, though single readings can be large or run the other way; the % refers to the polarisation
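Steps: dispense CXXC domain solution (7 uM) → pin compounds or unlabeled HOX-A9 DNA control → 5 min ambient → add FLSN-HOX-A9 solution (50 nM) → spin → 30 min ambient → fluorescence polarization. Tris pH 7.5/NaCl/DTT/BSA buffer.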
Rab9 promoter act = qHTS Assay for Rab9 Promoter Activators | Huh7 Rab9 promoter-luciferase reporter, luminescence, 24 h | Potency, µM (series often up to 9.22 µM), inactives show at the highest dose activation, negative = inhibition, most hits filed as activators | AID 485297, 2010 | 2.8% of 320,000 active; note: % of control where 0% means no effect; nearly all actives have a fitted effect of over 60% in size
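Promoter activation is measured as luciferase luminescence in Huh7 cells stably transfected with a Rab9 promoter–luciferase construct, following 24 h compound exposure at 37 °C and 10 min reagent incubation at ambient temperature.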
uPA surface inh = qHTS for Inhibitors of Cell Surface uPA Generation | cell surface uPA generation assay, qHTS | Potency, µM (top dose mostly 38.3 µM), for the others: top-dose activity change, negative = inhibition, usual class: inhibitors | 0.31% of 330,000 active; active = well fitted inhibition curve with a large enough effect; inconclusive = small, poorly fitted or top-dose-only effect; inactive = no such curve, though single readings can be large or run the other way; tested in mouse RAW 264.7 cells; note: % is set by controls: 0 for no effect and ±100 for the full control effect; nearly all actives have a fitted effect of over 55% in size
FLuc counter = qHTS profiling assay for firefly luciferase inhibitor/activator using purifed enzyme and Km concentrations of substrates (counterscreen for miR-21 project); Luciferin 4-monooxygenase (Photinus pyralis), P08659; purified FLuc, Km substrates, luminescence inhibition; Potency, µM (titrated, usually from 57.5 µM), for the others: at the top dose activity change, negative = inhibition, hits mostly inhibitors; 6.9% of 360,000 active; AID 588342, 2011;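 note: plate controls were vehicle for no effect and reference inhibitor for full effect; nearly all actives have a fitted effect of over 55% in size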
Target sequence (P08659 whole entry, looked up): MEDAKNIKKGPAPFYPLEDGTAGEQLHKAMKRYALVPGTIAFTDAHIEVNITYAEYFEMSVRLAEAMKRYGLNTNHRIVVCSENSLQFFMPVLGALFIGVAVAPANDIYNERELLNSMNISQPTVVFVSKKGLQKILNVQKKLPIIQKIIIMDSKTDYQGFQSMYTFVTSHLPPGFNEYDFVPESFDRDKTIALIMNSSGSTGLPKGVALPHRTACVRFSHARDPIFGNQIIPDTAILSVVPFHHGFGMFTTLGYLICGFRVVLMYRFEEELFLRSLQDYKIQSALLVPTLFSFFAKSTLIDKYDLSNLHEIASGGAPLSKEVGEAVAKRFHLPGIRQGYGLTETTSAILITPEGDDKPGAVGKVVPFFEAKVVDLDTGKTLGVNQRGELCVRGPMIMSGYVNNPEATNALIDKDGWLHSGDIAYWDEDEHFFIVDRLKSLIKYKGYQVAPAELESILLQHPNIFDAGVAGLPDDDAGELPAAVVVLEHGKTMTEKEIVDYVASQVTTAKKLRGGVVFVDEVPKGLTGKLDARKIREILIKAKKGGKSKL
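Purified P. pyralis luciferase, 10 nM final, with Km-level 10 uM D-luciferin and 10 uM ATP in 50 mM Tris acetate pH 7.5, 10 mM Mg acetate, 0.01% Tween-20, 0.05% BSA; 6-point qHTS titration about 60 µM downward; luminescence read.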
RORgamma inh = qHTS for inhibitors of ROR gamma transcriptional activity; Nuclear receptor ROR-gamma (Mus musculus), P51450; Drosophila S2 Gal4-RORgamma UAS-luciferase reporter, 20 h; Potency, µM (doses to about 53.6 µM), for the others: at the highest dose activity change, negative = inhibition, actives largely listed as inhibitors; 5.4% of 310,000 active; AID 2551, 2010; note: % is set by controls: 0 for no effect and ±100 for the full control effect; nearly all actives have a fitted effect of over 60% in size
Target sequence (P51450 whole entry, looked up, the tested form may be a part): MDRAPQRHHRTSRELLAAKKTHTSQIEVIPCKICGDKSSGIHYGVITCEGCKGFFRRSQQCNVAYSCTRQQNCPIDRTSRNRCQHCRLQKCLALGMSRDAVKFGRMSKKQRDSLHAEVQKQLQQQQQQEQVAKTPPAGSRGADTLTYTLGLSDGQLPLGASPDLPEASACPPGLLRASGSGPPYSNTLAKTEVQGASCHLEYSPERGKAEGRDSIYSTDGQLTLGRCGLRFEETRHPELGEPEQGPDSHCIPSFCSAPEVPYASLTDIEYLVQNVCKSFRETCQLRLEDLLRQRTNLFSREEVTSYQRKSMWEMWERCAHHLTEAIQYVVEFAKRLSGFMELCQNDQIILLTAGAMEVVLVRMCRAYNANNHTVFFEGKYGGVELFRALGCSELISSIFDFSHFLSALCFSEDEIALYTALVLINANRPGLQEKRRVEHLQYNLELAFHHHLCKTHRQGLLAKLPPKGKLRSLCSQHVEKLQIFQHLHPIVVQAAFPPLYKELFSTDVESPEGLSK
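Schneider cells (Drosophila), stable Gal4 DBD–ROR gamma + UAS-luc; 1 hr cmpd preincubation; Cu2+ induction 700 uM final; 20 hr ambient; luminescence.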
NPC1 prom act = qHTS Assay for NPC1 Promoter Activators. Huh7 NPC1 promoter luciferase reporter, 24 h. Potency, µM (titrated, usually from 9.22 µM), for the others: top-dose activation, usual class: activators. 2.4% of 320,000 active. AID 485313, 2010;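 note: % of control where 0% means no effect; nearly all actives have a fitted effect of over 60% in size; reporter is driven by a mutant NPC1 promoter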
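Stable NPC1-promoter luciferase Huh7 line; cpd (DMSO) 24 h, 37 °C, 5% CO2; Amplite luciferase reagent 10 min RT; luminescence readout. qHTS format.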
ELG1 genotox = qHTS screen for small molecules that induce genotoxicity in human embryonic kidney (HEK293T) cells expressing luciferase-tagged ELG1; 1.3% of 330,000 active; Potency, µM (doses to about 46 µM), without a hit: at the top dose activity change, positive = activation, most hits filed as activators; HEK293T ELG1-luciferase reporter, luminescence, 16 h; AID 504466, 2011; note: % of control where 0% means no effect; nearly all actives have a fitted effect of over 60% in size
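HEK293T cells expressing luciferase-tagged ELG1 were treated with compound or DMSO for 16 hr at 37°C. Luciferase activity was then read after 30 min with ONE-Glo at room temperature; rising signal flags genetic stress.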
Starred values were filed as active, the others as inactive; u = inconclusive; x = no result given; [ ] = dose if it differs, or a comment. Unless noted, calls come from the whole dose curve; as a rule, active = well fitted curve in the direction sought with a large enough effect; inconclusive = small, poorly fitted or top-dose-only effect, or another doubt; inactive = no such curve, though single readings can be large; an effect the other way counts as inactive or inconclusive. Potency is the fitted concentration of half-maximal effect.

molecule,p53 reactivation,BRCA1 expr up,Gal4-VP16 FLuc,MBNL1-CUG inh,MLL CXXC-DNA inh,Rab9 promoter act,uPA surface inh,FLuc counter,RORgamma inh,NPC1 prom act,ELG1 genotox
Cc1cc2oc(=O)cc(CN3CCCc4ccccc43)c2cc1C,u,-35%,15%,u,47%[activator],-9%,-3%,-4%,-34%,-2%,-2%
Cc1cccc(-c2nc(CN3CCCC(C(=O)NC4CCCCCC4)C3)c(C)o2)c1 (stereo not given),0%,-52%,7%,7%,9%,0%,x,0%,-12%,1%,-11%
Cc1ccnc(Nc2nc(-c3ccc(F)cc3)cs2)c1,x,-35%,u,0%,10%,2.5µM*,0%,0.85µM*,11µM*,1.8µM*,u
COc1ccc(S(=O)(=O)N2CCCCCC2)cc1C(=O)N(C)CCOc1ccccc1,10%,-24%,x,x,x,1%,-6%,6%,x,-4%,-9%
C/C=C/c1ccc(OCCCCOc2ccccc2F)c(OC)c1,14%,-24%,5%,x,-1%,1%,4%,-7%,3%,0%,0%
COc1ccc(CNC(=S)NC2CCCC2)cc1,-3%,2%,7.9µM*,-4%,-4%,-1%,-4%,-1%,8.9µM*,0%,0%
Cc1cccc(NC(=S)Nc2ccccn2)c1C,5%,-10%,1.8µM*,7%,-9%,1%,3%,4%,1.1µM*,0%,3%
CC(C)CN1C(=O)C(NC(=O)C2CC2)(C(F)(F)F)C2=C1CC(C)(C)CC2=O (stereo not given),3%,-20%,-9%,x,1%,-4%,7%,1%,5%,-2%,-2%
O=C(NCCNc1ccc([N+](=O)[O-])cc1C(F)(F)F)c1ccccc1,-16%,-29%,-24%,u,-7%,2%,0%,-1%,u,1%,1%
CCN1CCN(c2nc3c(c(=O)n(C)c(=O)n3C)n2CCSc2nccc(C)n2)CC1,2%,3%,-3%,-5%,0%,-8%,x,0%,-17%,-3%,0%
CCOC(=O)C1=C(O)/C(=C\c2cccc(OC)c2)N=C1C,-4%,15%,1%,11%,5%,1%,5%,-13%,-10%,-3%,-1%
O=C(NCc1ccccc1)c1cnsn1,-1%,3%,1%,-13%,-6%,-6%,x,0%,26%,-3%,7%
O=C(COC(=O)c1cccc(S(=O)(=O)N2CCOCC2)c1)Nc1ccc2c(c1)OCO2,4%,-25%,1%,-1%,1%,-10%,-5%,-12%,13%,1%,3%
CCCCCC(=O)Nc1ccccc1N1CCN(c2ccccc2)CC1,11%,-12%,1%,-1%,17%,2%,6%,2%,1%,-3%,-8%
COc1ccc(/C=N/Nc2nc(N3CCCCC3)nc(N3CCCCC3)n2)cc1[N+](=O)[O-],2%,-54%,-8%,8%,0%,-6%,-1%,-6%,16µM*,-2%,-8%
CN(C)c1ccc(CNc2ccc3c(c2)ncn3C(C)(C)C)cc1,-1%,-14%,-3%,-1%,-4%,-1%,-8%,8.5µM*,-26%,-1%,13%
COc1ccc(S(=O)(=O)NCC(c2ccc3c(c2)OCO3)N2CCOCC2)cc1 (stereo not given),1%,-4%,x,x,x,-1%,-18%,10%,x,-3%,1%
CN1CCN(C(=O)Nc2cccc(-c3ccccc3)c2)CC1,2%,0%,3%,-1%,0%,-6%,-1%,0%,4%,-1%,-2%
COc1ccc(NC(=O)CCCC2=NS(=O)(=O)c3ccccc3N2)cc1,1%,7%,-7%,-3%,-2%,-2%,0%,4%,-34%,-3%,-1%
CCOC(=O)c1sc(N(C)C)nc1-c1ccccc1,11%,-7%,-11%,19%,2%,-4%,0%,6%,7%,-7%,0%
O=C1CCCN1CCCNc1ncnc2sccc12,1%,-45%,1%,-2%,-3%,10%,3%,-1%,6%,-8%,-2%
CCOc1ccccc1N1C(=O)c2ccc(C(=O)O)cc2C1=O,6%,6%,-2%,u,3%,5%,0%,5%,-2%,0%,0%
COc1cc(C2=NOC(C(=O)Nc3cc(C)on3)C2)cc(OC)c1OC (stereo not given),-3%,28%,-11%,1%,-9%,1%,20%,2%,10%,2%,-1%
Cc1cnc(NC(=O)C2CC=CCC2)s1 (stereo not given),28%,67%,-1%,-2%,15%,21%,5%,u,-32%,19%,4%
Cc1ccc(-c2nn(-c3ccccc3)c3[nH]c(=O)c(CNCc4ccccc4)cc23)cc1,-15%,-35%,0%,u,5%,0%,u,-8%,u,-5%,-1%
CCC(=O)c1ccc(N2CCCCCC2)c(F)c1,14%,34%,u,4%,-5%,22%,0%,21µM*,3%,28%,u
Cn1sc(NC(=O)c2ccc(Cl)cc2)nc1=O,30%,54%,-9%,-6%,-2%,3.5µM*,x,2.4µM*,-13%,4µM*,u
CC1Oc2ccccc2N(CC(=O)NCc2ccc3c(c2)OCO3)C1=O (stereo not given),-1%,u,-3%,-6%,1%,-5%,3%,0%,-10%,-1%,0%
Cc1cc(C)c(C)c(OCc2nc(-c3cccnc3)no2)c1,-4%,-1%[1.84 µM],-25%,-3%,1%,2%,0%,4%,4%,0%,11%
COc1ccc(Nc2nc3cc(C)ccc3cc2C#N)cc1,x,-31%,19%,44%[activator],11%,0%,-2%,3%,25%,9%,-5%
O=S(=O)(Cc1ccccc1)N1CCN(Cc2ccc(Br)cc2)CC1,11%,-27%,16%,u,4%,21%,7%,u,u,u,16µM*
O=C(COC(=O)c1ccccc1Nc1ccccc1)NCc1ccco1,-1%,12%,u,8%,17%,-2%,1%,5%,-2%,-1%,-5%
COc1ccc(OC)c(C(C(=O)NC2CCCCC2)N(C(=O)c2ccccn2)c2cccnc2)c1 (stereo not given),-7%,0%,14%,0%,11%,0%,0%,0%,0%,-3%,-3%
CCN1CCCC1CN(Cc1cc2ccc(C)cc2[nH]c1=O)C(=S)Nc1cccc(OC)c1 (stereo not given),0%,-25%,-19%,-12%,u,-8%,-13%,-1%,-35%,-3%,1%
COc1ccc(NC(=O)c2cc(-c3ccc(OC)c(OC)c3)on2)cc1OC,2%,8%,-10%,7%,1%,11%,9%,0%,25%,-1%,2%
COc1ccc2cc(S(=O)(=O)c3ccccc3)c(=O)oc2c1,10%,-47%,0%,u,-10%,7%,u,-6%,16%,1%,-2%
CN(CC(=O)Nc1ccc(N2CCOCC2)cc1)C(=O)CSc1ccc(F)cc1,-1%,12%,x,x,x,3%,-26%,-4%,x,-1%,2%
Cc1cccc(CN2CCC(CNC(=O)Nc3ccc(F)c(Cl)c3)CC2)c1,-2%,-66%,17%,-12%,-4%,-5%,11%,1%,4%,4%,-12%
O=C(Cc1ccc(F)cc1)NC1CCSC1=O (stereo not given),0%,-13%,-8%,3%,2%,-2%,-1%,0%,-17%,-1%,3%
CCC(=O)Nc1ccc(C(=O)Nc2ccc(OC)cc2[N+](=O)[O-])cc1,-1%,-1%,-9%,u,13%,-5%,-2%,-2%,-35%,0%,11%
CSc1ccc(NC(=O)Nc2ccccc2C(N)=O)cc1,11%,u,-2%,-1%,2%,u,u,1.1µM*,-24%,u,u
COc1ccccc1-c1nc2c3ccccc3nc(=S)n2[nH]1,8%,-46%,1.3µM*,13%,-12%,13%,-1%,u,0.35µM*,2%,-2%
Cc1cc(C(F)(F)F)nc(SCC(=O)NC2CCCCC2)n1,-3%,-16%,8%,-1%,2%,-7%,6%,-1%,-11%,-30%[inhibitor],3%
Cc1ccc(C)c(OCC(=O)NCC2COc3ccccc3O2)c1 (stereo not given),-6%,10%,x,x,x,-5%,-1%,2%,x,-5%,-1%
COc1ccc(NC(=O)CCl)cn1,-13%,x,0%,7%,u,9%,x,-2%,17%,-3%,-3%
O=C(N/N=C/c1ccc2c(c1)OCO2)c1cc(-c2ccccc2Cl)nc2ccccc12,-1%,6%,-2%,3%,20%,-2%,16%,u,u,-2%,0%

Only part of the results is shown, so the mix of outcomes need not match the whole.
